Assay outcomes (PubChem)
OPRM1-OPRD1 ag – agonists of human mu-delta opioid receptor heterodimerization; P35372+P41143; cells, OPRM1-OPRD1 heterodimerization, luminescence; activation, % at 9.3 µM; actives 0.3% (n = 340,000); in the data active = activation above about 18%;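 also: 0% = vehicle-treated cells and 100% = reference agonist; values of inactives mirror those of a sister screen read the other way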
Target sequence (P35372 whole entry, looked up): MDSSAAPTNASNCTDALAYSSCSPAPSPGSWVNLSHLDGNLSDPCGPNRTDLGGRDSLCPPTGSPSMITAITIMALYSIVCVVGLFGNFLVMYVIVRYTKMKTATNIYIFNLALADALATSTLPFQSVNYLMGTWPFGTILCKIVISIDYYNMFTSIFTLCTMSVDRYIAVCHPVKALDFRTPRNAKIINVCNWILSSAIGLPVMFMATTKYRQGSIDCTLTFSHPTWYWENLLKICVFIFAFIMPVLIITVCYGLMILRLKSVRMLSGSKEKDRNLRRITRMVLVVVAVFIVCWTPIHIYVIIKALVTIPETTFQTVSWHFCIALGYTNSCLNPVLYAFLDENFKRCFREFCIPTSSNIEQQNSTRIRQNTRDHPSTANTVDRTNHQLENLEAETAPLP
Target sequence (P41143 whole entry, looked up): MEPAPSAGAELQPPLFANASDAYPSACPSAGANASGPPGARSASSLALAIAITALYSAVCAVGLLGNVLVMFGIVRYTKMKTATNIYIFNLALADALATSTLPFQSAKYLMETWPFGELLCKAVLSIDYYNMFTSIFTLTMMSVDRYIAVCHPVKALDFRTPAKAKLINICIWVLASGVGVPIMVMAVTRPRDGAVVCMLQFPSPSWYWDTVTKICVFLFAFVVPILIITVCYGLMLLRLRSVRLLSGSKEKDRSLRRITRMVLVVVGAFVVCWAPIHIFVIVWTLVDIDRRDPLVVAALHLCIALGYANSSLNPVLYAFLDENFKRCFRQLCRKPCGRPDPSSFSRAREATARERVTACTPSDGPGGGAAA
Tat transport – inhibitors of E. coli Tat protein transport; E. coli MC4100 TorA-mCherry Tat export, fluorescence; inhibition, % at 10 µM; actives 0.036% (n = 340,000);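 active = mean replicate inhibition at least 50% and at least half of replicates individually reaching 50%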;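 also: exported cargo escapes ClpAP degradation while cytoplasmic cargo is degraded and loses fluorescence; 0% = median of neutral control wells and 100% = median of NaSCN control wells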
AddAB inh – less growth of phage-infected E. coli with AddAB. actives 0.29% (n = 330,000). AID 435030. E. coli expressing H. pylori AddAB, absorbance growth. inhibition, % at 11.9 µM; in the data active = inhibition above about 12%;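 also: 0% = vehicle wells of infected cells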
E coli growth – bacterial growth inhibition, counter-screen for AddAB inhibitors | actives 0.27% (n = 330,000) | E. coli V3065 growth, OD600 absorbance, 18 h | inhibition, % at 11.9 µM | AID 449728;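 active = inhibition above the campaign's mean inhibition across all tested compounds plus 3 SD, cut at about 9.9% in these data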;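 also: uninfected addAB+ strain grown without phage in ampicillin broth; 0% = DMSO wells and 100% = ciprofloxacin 0.95 µg/ml wells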
PfHsp90 yeast 2 – reduces growth (ATP signal) of yeast expressing P. falciparum Hsp90 | inhibition, % at 9.4 µM | S. cerevisiae expressing PfHsp90, BacTiter-Glo ATP, 48 h; yeast lacking PDR1 and PDR3 efflux regulators | AID 504621 | actives 0.32% (n = 310,000);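 active = every replicate shows inhibition above about 80%, whatever the replicate mean, limit read from the data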;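 also: 0% = DMSO neutral controls and 100% = 20 µM radicicol positive controls; yeast relying on Plasmodium falciparum Hsp90 in place of its own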
Arrestin-AP2 inh – blocks beta-arrestin peptide binding to AP2 adaptin; FITC-arrestin peptide / GST-AP2 beads, flow cytometry; AP2 beta2 appendage carries R879A mutation; inhibition, % at 10 µM; actives 0.31% (n = 340,000);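 active = inhibition above a set limit, near 3 SD of compounds lacking own fluorescence, cut at about 54% in these data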;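 also: plate controls were DMSO wells for no effect and 5 µM unlabelled arrestin peptide for full effect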
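test system = AP2 appendage R879A on GSH beads | buffer or medium = PBS plus Tween 20 (0.05%) and BSA (0.1%) | incubation = 12 min plus 1 h, RT | detection = bead flow cytometry, FITC channel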
OPRM1-OPRD1 inv – inverse agonists of human mu-delta opioid receptor heterodimerization. P35372+P41143. cell-based MOR-DOR heterodimer luminescence, inverse agonism. inhibition, % at 9.3 µM. actives 0.21% (n = 340,000). AID 504357; in the data active = inhibition above about 22%, passing the limit was not always enough;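 also: 0% = cells with DMSO and 100% = wells without cells with DMSO; values of inactives mirror those of a sister screen read the other way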
SUMO Mot1 rescue – blocks SUMOylation pathway, rescuing yeast Mot1-301 growth. S. cerevisiae Mot1-301 growth rescue, ATP luminescence, 38.5C; percent above DMSO median, 100 means doubled. growth rescue, % at 18.8 µM. actives 1% (n = 320,000). AID 2716;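 active = every valid replicate shows activation above 250% relative to neutral control wells; inactive = the rest, any valid replicate at or below 250%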;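 also: OY570 slx delta 5 strain wells were the positive control but not used for scaling; some compounds called inactive have numbers as strong as hits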
DSG3 Ab inh – blocks pemphigus antibody binding to human desmoglein-3; P32926; DSG3-coupled beads, scFv-anti-DSG3-GFP binding, flow cytometry; active compounds read low; binding (percent of control), % at 10 µM; actives 0.48% (n = 310,000); AID 588358;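 active = binding more than 3 SD below its plate's average and above zero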;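 also: hits lower antibody fragment binding to DSG3; some compounds called inactive have numbers as strong as hits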
phage Ecoli inh – E. coli growth loss with phage present | growth absorbance | actives 0.26% (n = 360,000) | inhibition, % at 11.9 µM; in the data active = inhibition above about 11%
PKA-R1A activ – activators of PKA-R1A complex | PKA-R1A dissociation, Cy5-IP20 fluorescence polarization; scaled: DMSO 0%, 113 µM cGMP 100% | actives 0.083% (n = 340,000) | activation, % at 11.4 µM | AID 504707 | P00514+P68181;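 active = percent activation above the mean of all tested compounds plus 3 SD, cut at about 19% in these data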;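 also: higher means more PKAc released from R1A so a rise in polarization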
* = called active by the depositor; . = no result given. No enrichment for hits. About 2.8% of those tested had a hit in this group.

SMILES	OPRM1-OPRD1 ag	Tat transport	AddAB inh	E coli growth	PfHsp90 yeast 2	Arrestin-AP2 inh	OPRM1-OPRD1 inv	SUMO Mot1 rescue	DSG3 Ab inh	phage Ecoli inh	PKA-R1A activ
Cc1cc(Nc2ncc(Cl)cc2Cl)n(-c2ccccc2C)n1	2.6	-3	3.4	-0.5	-8	14	-15	-13	101	1.8	0
COC1=C/C(=C/c2c(N)n3nc(CC(=O)N4CCCC4)sc3nc2=O)C=CC1=O	-2.4	-2	3.2	-1.4	-24	12	13	-29	.	3.0	-6
CN(/N=C/c1cc(Cl)cc(Cl)c1O)C(=S)NC(C)(C)C	-0.7	8	0.0	-0.3	16	-4	4	138	112	0.6	-5
CN(CC(=O)Nc1ccc(F)cc1)C(=O)c1ccccc1Sc1ccccc1C#N	0.3	-8	.	.	.	-5	-2	.	100	3.7	-4
Cc1ccc(N=C2C(=O)Nc3ccc(Br)cc32)cc1	-5.2	-15	-1.1	-0.5	19	-10	24	89	93	0.2	-5
CCc1cc2cc3c(cc2nc1SCC(=O)Nc1c[nH]c(=O)[nH]c1=O)OCO3	-1.7	-6	0.8	0.4	-20	-12	9	3	.	0.7	8
O=C(CSc1nc2c([nH]c3ccccc32)c(=O)n1-c1cccc(Cl)c1)N1CCOCC1	-1.7	-1	-0.6	-0.5	9	16	9	-8	92	3.3	-9
CN(C)S(=O)(=O)c1ccc(C(=O)N2CCCC2c2nc3ccccc3s2)cc1 (centres undefined)	0.0	-4	0.8	0.8	4	3	0	-9	106	1.4	1
COc1ccc(C(=O)N(Cc2ccccc2)c2cccc(C)c2)cc1	5.3	3	.	.	-12	-12	-28	-8	96	1.0	-9
C/C(CC(=O)Nc1ccccn1)=N\NC(=O)C(=O)Nc1ccccc1C	-3.7	-2	1.1	1.7	-14	2	20	-6	101	3.3	-2
COc1cccc(C2C(C(=O)c3cc4ccccc4o3)=C(O)C(=O)N2c2cc(C)on2)c1 (centres undefined)	-4.4	-1	-0.3	-3.4	20	0	24	-10	95	-3.2	-5
CNc1ncc(C(=O)c2ccc(-c3ccccc3)cc2)s1	-1.8	-1	-0.4	1.3	-5	-1	9	-17	100	1.7	-3
CCCC(=O)NC(C)C(c1cccs1)N1CCN(C)CC1 (centres undefined)	-1.0	6	1.2	1.2	13	-2	6	-11	106	4.2	0
COc1ccc(NS(=O)(=O)c2ccc(-c3coc(C)n3)cc2)c(OC)c1	2.6	4	3.5	-0.8	-23	27	-14	2	.	0.0	-1
O=C(Nc1ccc(NC(=O)c2cccs2)cc1)c1ccc2ccccc2c1	-1.6	4	6.0	1.3	10	7	10	-12	.	1.0	4
CCCC(C(=O)NCCC(C)C)N(Cc1ccccc1)C(=O)c1snc(C(N)=O)c1N (centres undefined)	-1.3	3	-2.2	-2.1	-1	-4	7	-6	107	0.1	-7
O=C(Nc1nc(COc2ccccc2)cs1)c1ccccc1F	1.6	-3	3.0	-1.3	13	-3	-7	-1	101	2.0	6
CC1CC(C)(C)NC(=S)N1CCCC(=O)NCCc1ccc(Cl)cc1 (centres undefined)	-2.7	-2	1.7	0.7	-27	-3	13	12	98	1.5	-3
O=c1oc2ccccc2c2c1nnn2CCO	-2.3	-4	-1.8	-2.7	3	-11	10	28	.	2.7	5
COc1cccc(CN(C)C(=O)COc2ccc(C(=O)c3ccc(Cl)cc3)cc2)c1OC	0.8	15	1.6	1.8	-24	-8	-7	3	101	0.8	-5
O=C(CN1C(=O)NC2(CCCC2)C1=O)OCc1ccc(F)cc1	-1.6	3	-1.4	0.8	12	-9	11	36	99	0.7	-15
CC(C)N(C(=O)[C@H]1C[C@H](CC(=O)NCCCN(C)C)C(=O)N2CCc3c([nH]c4cc(CCC(=O)N(C)C)ccc34)[C@]12C)C(C)C	-3.7	2	1.5	-1.8	-4	41	18	.	91	1.5	-2
CCCC(=O)NC(c1ccc(OC)cc1)c1ccc2cccnc2c1O (centres undefined)	1.4	-1	28*	30*	.	-8	-7	65	122	31*	-12
COc1cccc(NC(=O)Nc2cccn(Cc3ccc(C)cc3)c2=O)c1	2.4	5	0.8	1.4	-25	-18	-11	100	98	2.7	-2
O=C(NC1CCCCC1)N(CCO)Cc1cc2cc3c(cc2[nH]c1=O)OCCO3	1.1	-1	2.6	-1.9	.	8	-6	-2	97	1.7	2
O=C(/C=C/c1ccco1)NC(=S)Nc1cccc(C(=O)O)c1	-2.8	-8	-1.1	-0.5	-26	0	15	-22	101	0.9	-3
CC1CCCN(C2(O)C(=O)Nc3ccc([N+](=O)[O-])cc32)C1 (centres undefined)	-2.2	0	-1.2	-6.2	8	5	11	20	94	3.6	-11
COc1ccc(-c2nnn(CC(=O)N(CC(=O)NC3CCCC3)Cc3ccco3)n2)cc1OC	-2.1	2	1.5	2.2	.	2	10	-9	104	-3.2	-3
COc1ccc(CCNC(=S)Nc2ccc(C(C)C)cc2)cc1	4.7	6	-0.4	1.2	-8	4	-26	42	103	1.8	-3
Cn1c(=O)n(CC(=O)O)c(=O)c2c1nc1n2CCCN1Cc1ccccc1	-4.5	-4	3.7	2.9	-9	-12	21	-4	99	0.5	1
COc1ccc(N2CCN(C(=O)COC(=O)[C@@H](NC(=O)c3c(F)cccc3F)C(C)C)CC2)cc1	-3.1	1	.	.	16	-8	16	.	104	1.9	-9
COc1cccc(CNCc2ccco2)c1O	-0.2	-2	.	.	2	-1	1	.	121	-1.2	2
Cc1onc(-c2c(Cl)cccc2Cl)c1NC(=O)NC1CCSC1 (centres undefined)	.	.	1.5	-0.7	.	-2	.	-4	93	2.2	.
CC(C)(C)NCc1cc2ccccc2[nH]c1=O	-0.5	2	0.8	-0.7	23	-6	3	-5	106	-0.2	-6
CCOC(=O)c1cc(-c2cccs2)[nH]n1	-3.0	3	5.9	0.3	-3	-18	15	-6	101	2.1	-11
S=C(Nc1ccccc1Cl)NC1CCN(Cc2ccccc2)CC1	1.6	-4	2.7	-0.6	-5	34	-10	14	101	3.7	-14
CCc1cc2c3c(c1)C(C)CC(C)(C)N3C(=O)/C2=C1\SC(=O)NC1=O (centres undefined)	.	5	1.8	0.0	20	13	.	1	91	2.7	.
CN(C)N=C1c2cc(S(=O)(=O)N3CCOCC3)ccc2-c2ccc(S(=O)(=O)N3CCOCC3)cc21	0.3	3	0.8	1.6	11	10	-2	0	98	0.1	0
COc1ccc(C(C)=O)cc1CSc1ccccn1	-2.7	-10	2.1	0.6	-1	-14	13	17	.	-0.5	-11
CC(Cc1ccccn1)NC(=O)c1ccc(OC2CCN(Cc3ccccn3)CC2)cc1 (centres undefined)	-1.9	0	2.4	1.1	7	62*	6	-22	111	4.2	-1
O=c1cc(CO)oc(C(Nc2cccc([N+](=O)[O-])c2)c2ccccn2)c1O (centres undefined)	-0.9	2	0.8	-0.5	4	-2	6	-6	97	0.2	-1
Cc1nc2cc(C(=O)NCCN3CCOCC3)ccc2n1-c1ccc(F)cc1F	-0.7	-8	1.6	1.1	-9	3	4	-10	109	1.2	9
O=C(Nc1nc2ccccc2c(=O)[nH]1)c1ccccc1SCc1ccccc1	-1.9	3	3.4	1.3	15	18	10	-1	96	4.3	-4
COc1ccc(C2=C3C(=O)OCC3Cc3ncn(Cc4ccccc4)c32)cc1 (centres undefined)	-1.1	-9	-0.5	-2.9	.	3	6	-12	104	1.7	1
COc1ccc(S(=O)(=O)N2CCN(C(c3ccccc3)c3ccccc3)CC2)cc1NC(C)=O	-2.2	1	3.3	1.6	-7	-2	12	10	106	-0.4	-2
CN(C)c1ccc(/C=C2/C=C(c3ccc4c(c3)CCCC4)OC2=O)cc1	-2.1	-1	1.0	1.2	14	-5	11	-34	92	1.1	-21
CCN1CCN(Cc2ccc(NC(=O)Nc3ccc(OC)cc3)cc2)CC1	-3.0	-2	3.1	0.6	0	-3	15	-16	101	3.9	4
Cc1ccc(SCCNC(=O)CN2C(=O)c3ccccc3S2(=O)=O)cc1	-0.1	-6	-0.8	-3.1	12	-1	0	398*	90	1.6	-10
COc1cc(NC(=O)CS(=O)(=O)c2ccc(C)cc2)cc(OC)c1OC	-2.8	-2	2.1	-2.9	-4	-7	16	-20	109	0.2	-8
O=[N+]([O-])c1cccc(/C=N/Nc2nc(N3CCOCC3)nc(N3CCOCC3)n2)c1	-0.7	-7	1.1	-2.4	0	-4	5	-13	95	3.4	1
CCS(=O)(=O)c1ccc2oc(SCC(=O)NCCc3ccc(OC)cc3)nc2c1	-5.0	2	-0.4	1.4	-13	-6	26	-6	102	2.8	-4
CC(C)(C)C(=O)Nc1nnc(SCc2cccc(F)c2)s1	3.2	-2	-2.1	1.9	-4	1	-16	-22	102	2.3	7
O=C(O)c1ccc2[nH]c3c(c2c1)CSCC3	-0.6	3	2.0	1.3	11	4	3	27	107	.	5
O=C(Cc1ccccc1)N1CCN(C(=O)c2ccc([N+](=O)[O-])cc2)CC1	0.0	3	0.2	-0.1	17	15	0	406	96	2.3	0
c1cncc(CSc2ccc(-c3cccnc3)nn2)c1	-1.2	5	0.0	-0.4	-1	10	6	-11	107	-0.8	-2

A draw from above in order of molecular weight, rising.
SMILES	OPRM1-OPRD1 ag	Tat transport	AddAB inh	E coli growth	PfHsp90 yeast 2	Arrestin-AP2 inh	OPRM1-OPRD1 inv	SUMO Mot1 rescue	DSG3 Ab inh	phage Ecoli inh	PKA-R1A activ
c1cncc(CSc2ccc(-c3cccnc3)nn2)c1	-1.2	5	0.0	-0.4	-1	10	6	-11	107	-0.8	-2
Cc1ccc(SCCNC(=O)CN2C(=O)c3ccccc3S2(=O)=O)cc1	-0.1	-6	-0.8	-3.1	12	-1	0	398*	90	1.6	-10
O=[N+]([O-])c1cccc(/C=N/Nc2nc(N3CCOCC3)nc(N3CCOCC3)n2)c1	-0.7	-7	1.1	-2.4	0	-4	5	-13	95	3.4	1

By substructure: those above containing a tert-butyl group.
SMILES	OPRM1-OPRD1 ag	Tat transport	AddAB inh	E coli growth	PfHsp90 yeast 2	Arrestin-AP2 inh	OPRM1-OPRD1 inv	SUMO Mot1 rescue	DSG3 Ab inh	phage Ecoli inh	PKA-R1A activ
CN(/N=C/c1cc(Cl)cc(Cl)c1O)C(=S)NC(C)(C)C	-0.7	8	0.0	-0.3	16	-4	4	138	112	0.6	-5
CC(C)(C)NCc1cc2ccccc2[nH]c1=O	-0.5	2	0.8	-0.7	23	-6	3	-5	106	-0.2	-6
CC(C)(C)C(=O)Nc1nnc(SCc2cccc(F)c2)s1	3.2	-2	-2.1	1.9	-4	1	-16	-22	102	2.3	7

A run of entries from further up:
SMILES	OPRM1-OPRD1 ag	Tat transport	AddAB inh	E coli growth	PfHsp90 yeast 2	Arrestin-AP2 inh	OPRM1-OPRD1 inv	SUMO Mot1 rescue	DSG3 Ab inh	phage Ecoli inh	PKA-R1A activ
CC(C)(C)C(=O)Nc1nnc(SCc2cccc(F)c2)s1	3.2	-2	-2.1	1.9	-4	1	-16	-22	102	2.3	7
O=C(O)c1ccc2[nH]c3c(c2c1)CSCC3	-0.6	3	2.0	1.3	11	4	3	27	107	.	5
